High-throughput results deposited in PubChem BioAssay by several laboratories.
PriA SSB inh: inhibitors of Klebsiella pneumoniae PriA binding to SSB C-terminal tail; AID 1272365; inhibition, % at 33 µM; 430,000 tested, 0.6% active; AlphaScreen SSBct-PriA binding, biotinylated peptide; in the data active means inhibition mostly above about 37%, no sharp cut-off; inactive means mostly below about 20%;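 further: plate controls were negative control peptide for no effect and reference peptide for full effect; strong numbers were not always called active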
BoNT-F LC inh: BoNT F light chain protease inhibition | Multiplex microsphere protease cleavage assay, flow cytometry | inhibition, % at 10 µM | 360,000 tested, 0.22% active | AID 588497; in the data active means inhibition above about 35%, passing the limit was not always enough; inconclusive means no clear call, values can overlap the other calls; further: plate controls were buffer without enzyme for full effect and enzyme alone for no effect
PrPC surface inh: cell surface PrPC inhibition, primary TR-FRET screen; AID 720596; inhibition, % at 13.8 µM; 370,000 tested, 0.43% active; TR-FRET read-out; in the data active means inhibition above about 24%; further: 0% = median of the test wells and 100% = reference compound wells
CCHFV vOTU inh: CCHFV vOTU protease inhibition. Pep-AMC fluorescence. inhibition, % at 11.5 µM. 370,000 tested, 0.55% active. AID 651958; in the data active means inhibition above about 30%; further: 0% = vehicle wells with enzyme and 100% = no enzyme wells
DUSP3 inh: blocks human VHR1 dual specificity phosphatase | recombinant VHR phosphatase, pNPP absorbance | P51452 | inhibition, % at 13.3 µM | 290,000 tested, 0.52% active; in the data active means inhibition above about 50%; further: some compounds called inactive have numbers as strong as hits
Target sequence (P51452 whole entry, looked up): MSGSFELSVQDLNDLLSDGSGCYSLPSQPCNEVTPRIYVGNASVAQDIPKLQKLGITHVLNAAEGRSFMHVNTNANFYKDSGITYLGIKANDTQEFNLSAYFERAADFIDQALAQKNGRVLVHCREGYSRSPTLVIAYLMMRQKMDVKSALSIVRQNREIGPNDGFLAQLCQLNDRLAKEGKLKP
MazF activator: activators of E. coli MazEF toxin-antitoxin RNase; FAM/BHQ RNA-DNA oligo cleavage fluorescence, 5 h; activation, % at 20 µM; 350,000 tested, 0.32% active; in the data active means activation above about 50%
Target sequence (P0AE70 whole entry, looked up): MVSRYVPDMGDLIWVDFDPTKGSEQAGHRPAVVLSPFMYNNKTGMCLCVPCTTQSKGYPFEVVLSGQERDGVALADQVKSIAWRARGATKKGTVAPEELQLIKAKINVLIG
Anthrax LF inh2: blocks Bacillus anthracis lethal factor protease; P15917; multiplex microsphere protease cleavage assay, LF; inhibition, % at 10 µM; 360,000 tested, 0.12% active; AID 588501; further: plate controls were buffer without enzyme for full effect and enzyme alone for no effect
BoNT-A LC inh2: inhibitors of Botulinum neurotoxin A light chain protease | multiplex microsphere protease substrate cleavage, flow cytometry | inhibition, % at 10 µM | 360,000 tested, 0.17% active | AID 588499; further: plate controls were buffer without enzyme for full effect and enzyme alone for no effect
3CLpro inhibitor: SARS-CoV 3CLpro protease inhibition; 290,000 tested, 0.14% active; inhibition, % at 6 µM; AID 1706; recombinant SARS-CoV 3CLpro, quenched FRET peptide cleavage; in the data active means inhibition above about 12%
Rv3671c inh: Rv3671c (M. tuberculosis) protease inhibition | 320,000 tested, 0.048% active | AID 2606 | P9WHR9 | inhibition, % at 5.96 µM; in the data active means inhibition above about 38%;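 further: extracellular domain of Rv3671c used as enzyme; 0% = enzyme with DMSO and 100% = no enzyme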
Target sequence (P9WHR9 whole entry, looked up, the tested form may be a part): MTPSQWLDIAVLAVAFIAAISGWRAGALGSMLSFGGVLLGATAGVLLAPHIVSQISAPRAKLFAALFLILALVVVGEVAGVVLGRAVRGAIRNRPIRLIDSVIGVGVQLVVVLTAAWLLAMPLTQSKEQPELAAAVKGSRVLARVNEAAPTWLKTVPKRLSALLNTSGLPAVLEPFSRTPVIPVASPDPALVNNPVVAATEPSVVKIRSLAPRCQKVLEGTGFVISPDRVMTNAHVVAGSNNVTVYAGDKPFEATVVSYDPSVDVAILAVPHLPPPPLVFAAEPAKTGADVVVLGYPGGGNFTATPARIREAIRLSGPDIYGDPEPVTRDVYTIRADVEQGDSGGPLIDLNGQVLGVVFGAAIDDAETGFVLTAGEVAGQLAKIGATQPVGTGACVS
Starred values were filed as active, the others as inactive; ? = inconclusive; nt = not tested or not shown; & = joins results of further samples. Unless noted, no stated cut-off is given here; in the data, active means inhibition above about 30%; inconclusive means no clear call, values can overlap the other calls; inactive means below that. Not all compounds are listed. The share of hits here may be higher or lower than overall.

SMILES	PriA SSB inh	BoNT-F LC inh	PrPC surface inh	CCHFV vOTU inh	DUSP3 inh	MazF activator	Anthrax LF inh2	BoNT-A LC inh2	3CLpro inhibitor	Rv3671c inh
O=C(NCc1ccc(Cl)cc1)C1CC(O)CN1S(=O)(=O)c1ccc(Cl)cc1 (centres undefined)	-16	9	-4	3	-15	1	0	1.8	5	-2
CNC(C)C#Cc1c(-c2cc(OC)c(OC)c(OC)c2)noc1C (centres undefined)	3	6	0	14	1	0	0	0.3	-7	-10
Cc1ccccc1OCc1nc2c3cnn(C)c3ncn2n1	-19	3	8	10	21	-2	8	1.3	-5	0
O=C(CSc1nc(-c2ccco2)cc(C(F)(F)F)n1)N1CCSCC1	-10	1	-5	-6	13	-15	-5	0.2	8	5
C=C1CCC(N(O)c2cc(C)on2)C(=C)CCC2C1CC2(C)C (centres undefined)	0	-9	3	23	nt	-1	-5	-0.2	nt	-9
COc1ccc(-c2cn(Cc3ccc4ccccc4c3)nn2)cc1	0	-5	-4	11	13	8	-4	-0.1	-1	-3
Cc1ccc(CC(=O)Nc2cccc(C#N)c2)cc1	-7	-2	10	5	26	3	-1	0.1	-3	3
CCc1nc2c(OCC(N)=O)cccn2c1N(C)C(=O)C(C)C	nt	-6	2	-5	nt	nt	-9	-0.5	nt	nt
O=C(NC1CCCCC1)C1c2ccccc2OCC(=O)N1Cc1ccc2c(c1)OCO2 (centres undefined)	nt	7	0	-5	nt	nt	-4	0.5	nt	nt
C[C@H](NS(=O)(=O)c1ccc(F)cc1)C(=O)OCC(=O)c1c(N)n(C)c(=O)n(C)c1=O	-21	nt	-3	2	nt	3	nt	nt	nt	9
Clc1cccc(N2CCN(Cc3nc(-c4ccccc4)no3)CC2)c1	-5	-8	8	2	15	-5	-2	0.1	-4	3
O=C(Nc1cc(S(=O)(=O)N2CCOCC2)ccc1Cl)c1cc([N+](=O)[O-])ccc1Cl	7	4	nt	nt	nt	-2	2	0.3	nt	4
COc1ccc(Cn2c(C)c(C)c(C#N)c2NC(=O)Nc2ccc(Cl)cc2)cc1	0	-1	1	8	10	11	-4	-0.2	1	-6
CCCOC(=O)Nc1ccc(N2CCCCC2)cc1	8	1	-6	2	18	12	-3	1.9	2	-3
O=C(c1ccc(Cl)cc1)N1CCC2(CC1)OCCO2	4	24	-4	0	11	6	4	-1.2	5	4
Cc1ccccc1NCCC(=O)Nc1ccc(F)cc1	-7	-1	5	12	47	0	2	0.7	-7	-7
CC(C)CCNC(=O)C1CC2Cn3c(nc4cc(Cl)c(Cl)cc43)C2N1C (centres undefined)	-12	-2	7	1	nt	4	-6	-0.1	nt	-8
Cc1cccc2cc(CNCC3CCCO3)c(Cl)nc12 (centres undefined)	7	-6	3	18	13	-37	-5	0.4	1	-1
COc1ccc(C(=O)COC(=O)CNC(=O)c2cccs2)cc1Br	-9	-15	1	0	20	2	12	-1.5	5	-2
CCSc1nc2c(c(=O)[nH]c(=O)n2C)n1C	-21	-2	1	-4	1	2	-1	-0.3	1	-14
Cc1ccc(C(=O)NC(=S)N2CCN(C(=O)OC(C)(C)C)CC2)cc1Br	-8	-3	-1	-5	11	8	-2	-2.5	4	-6
CN(C)c1ccc(C(CC(=O)O)NC(=O)c2ccc(Cl)cc2)cc1 (centres undefined)	-4	13	2	4	19	-2	1	1.3	-5	0
COc1ccc(C)cc1N(CC(=O)O)S(=O)(=O)c1ccc(C)cc1	-8	?	-1	-3	-8	1	1	-0.3	-5	-3
CC(C)n1c(SCC(=O)Nc2ccccc2N2CCOCC2)nc2c1c(=O)n(C)c(=O)n2C	-18	?	-6	15	0	0	6	1.1	2	0
CC(C)N(C(=O)CSc1nnc(CSc2ncccn2)n1C)C(C)C	-11	-2	4	14	43	-1	-4	-1.7	3	8

The results go on.
SMILES	PriA SSB inh	BoNT-F LC inh	PrPC surface inh	CCHFV vOTU inh	DUSP3 inh	MazF activator	Anthrax LF inh2	BoNT-A LC inh2	3CLpro inhibitor	Rv3671c inh
O=C(Nc1ccccc1Cl)C(Cl)C(=O)c1ccccc1 (centres undefined)	-9	0	7	14	3	7	6	-0.5	2	nt
Cc1ccccc1CSc1nnc(C)c(=O)n1N	2	-5	5	-10	18	-2	0	-0.3	-1	3
Cc1c(Cl)c([N+](=O)[O-])nn1CCCC(=O)Nc1sc2c(c1C#N)CCC2	2	-1	-10	-15	-7	13	-2	0.8	-3	-8
COc1ccccc1C(=O)Nc1ccnn1C1CCN(CCCc2ccccc2)CC1	5	0	0	-2	5	-4	0	0.6	-1	5
COc1ccc(-c2cc(C(F)(F)F)nc(S(C)(=O)=O)n2)cc1OC	-14	-19	44*	-5	3	2	-1	0.1	0	-11
Cc1ccc(C(=O)N2C(=O)c3cccc(N)c3C2=O)o1	2	-1	-6	-1	12	8	-5	-0.5	-2	-16
CCc1nc2ccc(C(=O)NCc3ccccc3OC)cn2c1N(CC)CCOC	nt	0	6	0	nt	nt	-4	-0.2	nt	nt
OCC1(CO)COC(c2cccnc2)N1 (centres undefined)	-4	0	-4	0	14	2	2	0.6	2	9
CCCCn1nnnc1SCC(=O)NCc1ccccc1	-5	7	-8	-6	8	6	-7	-1.1	5	-6
COc1ccccc1CNS(=O)(=O)c1cc(CN2C(=O)c3cccnc3C2=O)ccc1OC	-9	5	7	6	-22	-1	0	-0.4	-5	3
COc1ccc(/C=C/C(=O)NCc2ccc(F)cc2)cc1S(=O)(=O)N1CCOCC1	-5	4	2	6	-13	10	-4	-1.4	-1	7
O=C(CSCc1ccccc1Cl)NNC(=O)c1ccccc1	-2	0	1	2	20	-2	1	3.5	-1	0
COCCN1C(=O)N(C)[C@@H](c2ccccc2)C(C(C)=O)=C1C	-5	3	0	6	19	14	2	0.1	nt	1
Cc1ccc(C(=O)Nc2cc(Cl)ccc2Oc2ccccc2)cc1[N+](=O)[O-]	-2	-7	2	-5	18	0	-2	-0.5	1	-10
COc1ccc(C(=O)NC2CCN(S(=O)(=O)c3ccc(C)cc3)CC2)cc1	-4	-14	2	-2	2	-1	-13	0.2	-1	-3
CCN1CCN(c2ccc(NC(=O)COc3ccccc3Cl)cc2)CC1	6	-13	-3	9	15	5	-12	0.3	0	5
CN(C)c1ccc(/C=N/Nc2ccc(-n3ccnc3)nn2)cc1	nt	0	-11	14	19	17	-4	-0.6	4	0
CC/C(C)=N/Nc1nc2c(c(=O)[nH]c(=O)n2C)n1CCc1ccccc1	nt	0	-6	-8	-7	15	0	0.1	0	1
Cc1ccc(NC(=O)CSc2nc3c([nH]c4ccccc43)c(=O)n2C)cc1	-3	-6	5	1	2	12	-4	-0.8	-1	-5
COc1ccccc1/C=C1\SC(=S)N(C(C(=O)O)c2ccccc2)C1=O (centres undefined)	-8	10	-2	13	1	3	-1	0.5	-1	-8
O=C(Nc1nonc1NC(=O)C1CCCCC1)C1CCCCC1	-19	-3	2	3	3	2	0	0.0	-5	-1
CCN(CC)C(=O)CSc1ccc(C(F)(F)F)cc1[N+](=O)[O-]	1	-3	-32	5	-7	3	4	-0.6	2	6
CCc1ccc(OCC(=O)NCC(c2ccc(Cl)cc2)N2CCCCC2)cc1 (centres undefined)	1	14	7	31*	30	-7	-1	1.7	4	0
COc1ccccc1CNC(=O)COC(=O)c1cc(C)nc2ccccc12	0	5	-1	-7	nt	4	-9	-0.9	nt	-14
NC1(C(=O)O)CCCc2ccc(N(CCCl)CCCl)cc21 (centres undefined)	31	-25	-5	3	nt	4	-5	0.0	nt	nt

Next section.
SMILES	PriA SSB inh	BoNT-F LC inh	PrPC surface inh	CCHFV vOTU inh	DUSP3 inh	MazF activator	Anthrax LF inh2	BoNT-A LC inh2	3CLpro inhibitor	Rv3671c inh
CC(C)c1ccc(N(CC(=O)NCc2ccc(F)cc2)C(=O)c2snc(C(N)=O)c2N)cc1	-1	-13	-4	-2	-3	-1	25	-1.9	-4	6
COc1cc(/C=N/NC(=O)CNC(=O)c2ccncc2)ccc1O	nt	-5	-2	-8	14	4	10	-1.4	4	4
Cc1nnc(NC(=O)CSc2nnc(-c3ccco3)o2)s1	2&-8&-1	-3	nt	nt	3	-6	1	-1.0	3	-4
COc1cc(/C=C2\SC(=Nc3ccccc3OC)NC2=O)ccc1O	-1	-14	-2	9	21	13	4	-2.4	2	8
CN(CC(=O)Nc1cccc(F)c1)C(=O)c1ccncc1	-9	-7	-3	15	2	0	0	1.9	0	-2
CCOC(=O)N1CCN(Cc2cc(=O)oc3ccc4ccccc4c23)CC1	-13	14	-3	2	-8	-1	2	0.9	3	4
CCc1cccc(NC(=O)COC(=O)CSc2ccc(C)cc2)c1	nt	1	3	16	nt	-14	-2	0.1	nt	nt
COc1cccc(N(CC(=O)Nc2ccccc2C)S(C)(=O)=O)c1	0	-6	-1	-15	27	3	-4	-0.6	6	-4
O=C1C=C(NC2CC2)C2(CCCCC2)O1	-16	-13	5	-3	25	-7	-3	-0.2	1	-8
CCN(CC)C(=O)CCCSc1nnc(Nc2ccccc2F)s1	3	0	7	-4	-6	-12	-10	0.1	1	1
CCCCN(C(=O)C1CC(=O)N(c2ccc3c(c2)OCCO3)C1)c1c(N)n(CCC)c(=O)[nH]c1=O (centres undefined)	-5	4	-4	-6	nt	1	5	2.6	nt	1
COc1ccc(OC)c(NC(=O)Cn2c(CCC(=O)O)ccc2-c2ccc(C)cc2)c1	16	-1	2	12	20	-7	-2	-0.5	1	0
O=C(OCn1nnc2ccccc2c1=O)c1cccc(S(=O)(=O)N2CCOCC2)c1	0	-10	4	14	nt	0	-3	-0.4	nt	-12
CC(C)C[C@H](N)c1cn([C@@H](Cc2cc3ccccc3[nH]2)C(=O)N2CCNCC2)nn1	3	-29	2	-6	7	11	-4	-0.4	-3	7
COc1ccc(C2C(C(=O)Nc3cc(OC)c(OC)c(OC)c3)c3ccccc3C(=O)N2C)cc1 (centres undefined)	-1	-2	6	13	8	0	1	-0.4	8	3
O=C(N/N=C\C=C\c1ccco1)C1COc2ccccc2O1 (centres undefined)	nt	21	-6	8	18	-6	12	-2.4	-1	-5
CC(C)NC(=O)C1(O)c2ccccc2NC(=O)N1c1ccc(Cl)c(Cl)c1 (centres undefined)	-4	3	5	12	-19	10	6	0.5	0	4
COc1ccc(OC)c(NC(=O)c2cccc(NC(=O)c3ccccc3)c2)c1	-6	?	9	-8	-4	-7	13	-3.8	-2	-6
CN(C)S(=O)(=O)c1cccc(NC(=S)NNC(=O)c2cc3ccccc3cc2O)c1	7	-11	-3	15	nt	-8	-3	0.2	nt	-10
COc1ccc(N2CCN(C(c3ccco3)c3sc4nc(C)nn4c3O)CC2)cc1 (centres undefined)	-3	10	-9	-3	-8	0	1	0.6	1	-2
CCCOP(=O)(O)c1c([N+](=O)[O-])cc(C(F)(F)F)cc1[N+](=O)[O-] (tested in a mixture with another compound)	nt	-12	-3	-19	37	-8	-3	-0.7	3	0
